Source: PubChem (several laboratories)
iPSC survival up – enhancers of single-cell hiPSC survival, primary screen, ATPlite luminescence; 100% = ROCK inhibitor wells, 0% = DMSO; survival enhancement, % at 20 µM; actives 0.044% (n = 360,000); AID 602274, 2012; in the data active means survival enhancement above about 18%;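 further: cells exposed to compounds for 16 hours before the ATP read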
Vif imaging – HIV Vif self-association inhibitors, primary screen, imaging, HEK293T, single point | actives 0.35% (n = 340,000) | HEK293T cells, Vif self-association by quenched fluorescence, 24 h | inhibition, % at 7.49 µM | AID 602346, 2012; in the data active means inhibition above about 50%, passing the limit was not always enough; further: some results filed as inactive read as strong as hits
m5-HT2A agonist – mouse Htr2a agonists via beta-arrestin recruitment, primary screen, cell-based, luminescence | CHO-K1 mHTR2A beta-arrestin complementation; percent of 30 µM serotonin response | 5-hydroxytryptamine receptor 2A (Mus musculus), P35363 | actives 0.66% (n = 360,000) | activation, % at 7.6 µM;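 active means activation above a run cutoff, the mean activation of all tested compounds plus 3 SD, cut at about 14% in these data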;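 further: 0% = plate median of compound wells and 100% = 30 µM serotonin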
CaV13 ICDI inh – Primary screen for inhibitors of IQ motif and Ca2+-dependent inactivation inhibitor domain binding in CACNA1D, Förster resonance energy transfer in living cells, … | HEK cells, CFP/YFP FRET ICDI-IQ, plate reader, 10 min; percent FRET-ratio fall versus neutral wells | inhibition, % at 12.3 µM | actives 0.098% (n = 340,000) | AID 743397;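 active means mean replicate inhibition of at least 30% and at least 1% of replicates passing that level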;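 further: 0% = median of the neutral control wells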
aDG glyco act – activators of alpha-DG glycosylation, primary screen, uHTS, Pro5-aDG cells, AlphaScreen | alpha-DG glycosylation AlphaScreen (IIH6); 0% Pro5, 100% B10-LARGE cell signal | activation, % at 10 µM | actives 0.22% (n = 360,000) | AID 624168, 2012;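 active means activation of at least 8% versus controls, or a plate z-score of at least 8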;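 further: Pro5 are CHO cells carrying HIG-tagged alpha-DG that lacks glycosylation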
Granule exo inh – LAMP-1 surface exposure blockers, TALL-104 cells – cell-based, flow cytometry, MLPCN library, primary screen | TALL-104 LAMP-1 surface exposure; cells stimulated with thapsigargin and PMA | actives 0.66% (n = 360,000) | inhibition, % at 10 µM;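 active means inhibition above about 55%, limit read from the data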
H9c2 protect – cardioprotection against H2O2-induced cell death, primary screen, uHTS, H9c2 cells, ATPLite luminescence. H9c2 cardiomyocytes, H2O2 injury protection, 2 h. protection from H2O2 cell death, % at 20 µM. actives 0.63% (n = 360,000). AID 588492, 2011;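 active means compounds giving at least 50% protection of heart cells from peroxide-induced death in the single-dose screen, raw or plate-pattern-corrected value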;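 further: 0% = DMSO wells with peroxide and 100% = DMSO wells without peroxide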
PDI inh – inhibitors of human PDI, primary screen, biochemical, turbidity, single point, plate reader; Protein disulfide-isomerase (Homo sapiens), P07237; PDI insulin aggregation turbidity, A650, 90 min; inhibition, % at 10 µM; actives 0.052% (n = 350,000); AID 588391, 2011;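 active means mean inhibition across replicates of 30% or more, whatever share of single replicates reach that level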;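 further: absorbance from insulin aggregation driven by PDI reduction with DTT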
Glyco luc inh – increase of ERlucT glycosylation luciferase signal, primary screen, N-linked glycosylation inhibitor project, D54 ERlucT cells, luminescence, set 2; actives 0.23% (n = 360,000); AID 588692, 2011; D54 ERlucT glycosylation luciferase reporter, 24 h; percent of 100 nM tunicamycin response; reporter increase, % at 12.5 µM;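 active means mean luciferase reporter signal, scaled so untreated is 0 and the glycosylation-blocking control 100, at or above a set limit in every replicate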;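 further: luciferase carries N-glycosylation sites so blocking glycosylation raises the light; 0% = median of neutral control wells and 100% = median of 100 nM tunicamycin wells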
ABCB6 inh MLPCN – ABCB6 transporter inhibitors, primary screen, K562-ABCB6 cells, flow cytometry, MLPCN library; K562-ABCB6 porphyrin accumulation, 1 h; stronger effect = lower value; fluorescence ratio to DMSO, % at 10 µM; actives 0.19% (n = 360,000); AID 602162, 2011;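 active means fluorescence ratio to DMSO below 75%, the collection mean minus 3 SD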;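 further: signal is porphyrin accumulated inside mitochondria; 100% equals median channel fluorescence of DMSO control wells; lower ratio means ABCB6 inhibition with less porphyrin fluorescence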
Target sequence (Q9NP58 whole entry, looked up): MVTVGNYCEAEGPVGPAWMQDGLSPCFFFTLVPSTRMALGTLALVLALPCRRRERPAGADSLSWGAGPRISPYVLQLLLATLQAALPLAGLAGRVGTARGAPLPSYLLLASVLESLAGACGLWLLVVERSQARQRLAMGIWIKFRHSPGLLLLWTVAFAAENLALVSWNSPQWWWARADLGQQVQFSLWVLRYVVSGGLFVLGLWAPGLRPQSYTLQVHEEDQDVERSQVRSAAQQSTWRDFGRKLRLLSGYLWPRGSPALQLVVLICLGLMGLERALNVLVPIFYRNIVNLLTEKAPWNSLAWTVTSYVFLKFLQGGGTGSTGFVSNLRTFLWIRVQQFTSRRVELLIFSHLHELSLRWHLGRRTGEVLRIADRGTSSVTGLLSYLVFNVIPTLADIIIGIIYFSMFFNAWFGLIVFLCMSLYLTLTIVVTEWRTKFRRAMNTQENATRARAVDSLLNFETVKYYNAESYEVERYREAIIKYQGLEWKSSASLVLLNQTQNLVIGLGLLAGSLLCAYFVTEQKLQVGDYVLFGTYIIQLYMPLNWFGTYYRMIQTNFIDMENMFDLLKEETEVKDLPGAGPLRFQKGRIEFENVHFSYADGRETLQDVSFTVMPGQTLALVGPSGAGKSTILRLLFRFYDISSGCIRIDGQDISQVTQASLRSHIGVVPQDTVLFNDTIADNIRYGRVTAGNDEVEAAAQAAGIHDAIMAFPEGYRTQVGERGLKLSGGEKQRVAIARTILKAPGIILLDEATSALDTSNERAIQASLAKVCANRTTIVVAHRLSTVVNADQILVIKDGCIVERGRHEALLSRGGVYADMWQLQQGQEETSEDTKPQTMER
The depositor's hits bear a star; nt = not tested or not shown.

SMILES	iPSC survival up	Vif imaging	m5-HT2A agonist	CaV13 ICDI inh	aDG glyco act	Granule exo inh	H9c2 protect	PDI inh	Glyco luc inh	ABCB6 inh MLPCN
O=C(NCc1cccnc1)C12CC3CC(CC(Cl)(C3)C1)C2	1.1	-4	0	-3	0.0	-7	-1	4	2	100
O=C(NN=C1C2CC3CC1CC(Cl)(C3)C2)c1cccs1	3.1	19	-1	-6	0.4	-4	7	3	3	105
COC(=O)c1cn(-c2ccccc2)nc1-c1cccnc1	2.0	nt	-4	-8	-0.3	-3	-1	-10	nt	93
Cc1ccc(NC(=O)c2c(C(F)(F)F)nn(C)c2SCc2cccc(C(F)(F)F)c2)cc1C	0.8	-11	0	-6	2.9	7	-21	5	-9	94
CCN(CC)S(=O)(=O)c1ccc(N2CCOCC2)c(NC(=O)c2ccc(NC(C)=O)cc2)c1	1.1	-2	-3	-7	0.1	-12	5	4	-1	95
COc1ccc(C(=O)Nc2ccnn2C2CCN(CC3CC=CCC3)CC2)cc1 (centres undefined)	4.1	-4	-5	-3	0.2	0	-2	7	-4	89
CC(C)(C)c1cc(NC(=O)C2(C)CCN2C(=O)C2(c3ccccc3)CCCC2)no1 (centres undefined)	-0.5	11	4	-11	-0.1	15	-23	-8	-7	98
O=C(NNc1ncnc2sccc12)c1ccc(Cl)cc1	-0.7	nt	0	-2	0.5	1	-8	1	1	90
CCN(CC)c1ccc(NC(=O)c2c(C)noc2C)cc1	-0.2	nt	8	nt	-0.1	0	-1	-7	nt	94
O=C(C[n+]1ccncc1)c1ccccc1	-0.3	3	2	-3	-0.2	0	9	0	-1	104
O=S(=O)(c1ccc2ccccc2c1)N1CCN(C(=S)Nc2ccccc2F)CC1	-0.4	-2	-2	-5	0.0	-2	-4	5	1	95
COC(=O)c1ccc(N2NC(=O)/C(=C/c3cc(OC)c(O)c(OC)c3)C2=O)cc1	0.4	nt	-4	-20	0.1	-13	-2	0	-3	118
O=C(CCCc1c[nH]c2ccccc12)N[C@@H](Cc1c[nH]c2ccccc12)C(=O)O	0.0	0	-7	-12	-0.2	-3	-2	5	2	88
COc1ccc(C)cc1Nc1nc(-c2c[nH]c3ccccc23)cs1	0.6	-3	3	-8	-0.1	0	-14	-3	1	126
Cn1c(=O)c2c(nc(N3CCOCC3)n2CCCNC2=NCCCCC2)n(C)c1=O	-1.7	-3	-3	-5	0.0	1	-2	0	2	101
Cc1cc(C)c2nc(NC(=O)c3cc(C)on3)sc2c1	3.1	1	-1	nt	-0.2	-1	10	-1	2	99
CC(=O)Nc1cc2c3c(cccc3c1)-c1ccccc1-2	-0.7	nt	-5	-6	0.5	-5	-5	-4	2	129
Cc1ccc(C(C(=O)NC2CCCCC2)N(C(=O)Cc2c[nH]c3ccccc23)c2ccccc2)o1 (centres undefined)	2.6	7	-6	-4	0.3	2	6	4	-3	98
CCOc1cccc(OCCOCCN(C)Cc2ccccc2)c1	2.4	10	3	-5	-0.1	-4	7	-8	-1	107
C=C1CCC[C@]2(C)C[C@H]3OC(=O)C(CNCCN(C)C)[C@H]3CC12 (some centres undefined)	0.6	-4	-2	-4	-0.2	13	8	4	-9	101
Cc1cc(=O)oc2cc(OCC(=O)N3CC[C@@]4(O)CCCC[C@H]4C3)c(Cl)cc12	1.5	5	-6	nt	-0.1	-2	0	nt	-3	88
COC(=O)c1cc(N2C(=O)C3C4C=CC(CC4)C3C2=O)ccc1Cl (centres undefined)	1.1	42	-4	-19	0.1	11	6	-4	-3	102
O=C(COC(=O)Cc1ccc(Cl)cc1Cl)NC1CC1	-0.6	3	0	-7	-0.2	4	4	-5	1	95
Cc1ccccc1S(=O)(=O)N1[C@@H](c2cccc(Cl)c2)C(C(=O)OC(C)(C)C)=CC[C@H]1c1ccc(Cl)cc1	2.5	36	7	-4	-0.2	-1	0	nt	-2	99
Cc1oc(S(=O)(=O)N2CCCC2)cc1C(=O)Nc1ccccc1	-0.4	9	6	-5	-0.1	1	-4	17	0	105

Next part:
SMILES	iPSC survival up	Vif imaging	m5-HT2A agonist	CaV13 ICDI inh	aDG glyco act	Granule exo inh	H9c2 protect	PDI inh	Glyco luc inh	ABCB6 inh MLPCN
NS(=O)(=O)c1cccc(NC(=O)CSc2nc3ccccc3[nH]2)c1	0.1	-2	2	-5	-0.1	2	0	7	2	99
CC(=O)Nc1cccc(NC(=O)CSc2nnc(Cc3cccn3C)n2CCc2ccccc2)c1	9.7	-4	1	-6	0.0	-2	5	1	5	98
O=C(O)C1=C[C@@H](C2CC2)C[C@@H](OCc2ccc(CO)cc2)O1	-2.6	-3	4	-4	0.1	-5	-3	9	3	102
Fc1ccc(NC(=S)Nc2cccc3ccccc23)cc1	0.2	12	-5	1	0.1	12	-4	5	-3	98
CCOC(=O)N1CCN(S(=O)(=O)N2CCCC(C(=O)NCc3cccc(OC)c3)C2)CC1 (centres undefined)	0.2	15	0	-3	0.0	-2	8	3	-2	91
COc1ccc(NC(=O)CSc2nnc(C)n2C2CCCCC2)cc1	-0.6	-3	5	-7	-0.2	9	2	3	-2	90
C=CCn1c(=S)[nH]c2scc(-c3ccc(C)o3)c2c1=O	-2.5	-3	0	-1	-0.4	16	14	-2	4	100
Cc1cc(C)cc(Nc2c3c(nc4ncnn24)CCC3)c1	-0.1	0	-6	6	1.2	-1	1	0	12	98
Cc1ccccc1NC(=O)N1CCCC(c2nc(-c3ccc(F)cc3)no2)C1 (centres undefined)	-0.4	-14	-3	-4	0.1	-4	-6	-11	-3	91
O=C(NNC(=O)c1ccc[nH]1)c1cccc(C(F)(F)F)c1	0.7	-3	3	nt	0.3	-4	3	-9	1	98
CCc1nnc(NC(=O)c2ccc(-c3ccccc3Cl)o2)s1	3.5	-19	0	-3	0.2	9	-2	4	3	101
CCCOc1ccc(N/C=C/C(=O)c2ccc(OC)c(OC)c2)cc1	-0.7	0	0	-4	0.0	-9	-4	-4	0	99
CCOC(=O)c1cc2cc(OC)ccc2n1C1CCN(CCc2ccccc2)CC1	-0.7	nt	20*	-5	0.0	-4	nt	nt	nt	86
Cc1onc(-c2ccccc2)c1C(=O)OCCOc1ccccc1F	-0.3	6	-4	-4	0.0	80*	-12	-2	-6	98
O=C(Nc1nnc(-c2ccncc2)s1)Nc1ccccc1F	-0.2	6	-1	-4	-0.2	0	-2	4	0	90
CCn1c(SCc2ccccc2)nc2ccccc2c1=O	0.1	9	-5	-5	-0.1	-2	-6	13	-7	95
NS(=O)(=O)c1ccc(NC(=O)Nc2cccc(Cl)c2)cc1	2.7	-1	-6	-4	-0.2	0	-1	10	-2	87
CN(CC(=O)Nc1ccc(Cl)cc1)C(=O)c1ccc(N2CCCC2=O)cc1	0.4	-1	-2	-6	-0.1	5	3	-6	0	93
N#Cc1cc(C#N)c(N2CCN(c3ccccn3)CC2)nc1N	-0.6	-3	-1	-6	0.3	0	22	0	-3	102
Cc1cccc(CC(C)NC(=O)c2cc(COc3ccc(C)c(C)c3)on2)n1 (centres undefined)	0.0	-2	-4	-2	0.3	-4	0	-2	-3	101
Cc1cc(C)c(S(=O)(=O)Nc2ccccc2-c2ccccc2)c(C)c1	1.9	-11	-8	nt	0.2	9	-13	-5	-9	98
CCSCc1nc2ccccn2c1Br	-2.9	-3	1	-3	0.1	0	-4	-1	2	100
COc1ccc(NC(=O)Cn2nc(Cc3cccnc3)c3ccccc3c2=O)cc1OC	2.3	-2	6	-6	3.2	2	18	nt	1	100
O=S(=O)(Nc1cccc(C(F)(F)F)c1)c1cnc[nH]1	-1.7	43	2	-5	0.0	0	4	18	0	89
CCOC(=O)c1oc2c(CN3CCCCC3C)c(O)ccc2c(=O)c1-c1ccc(OC)c(OC)c1 (centres undefined)	-1.3	-2	2	-5	1.0	-5	-1	3	1	104
CCc1n[nH]c(=S)n1/N=C/c1cccc2ccccc12	0.9	-2	4	-10	0.0	4	3	-4	1	98
O=C(c1ccccc1)N1N=C(C(F)(F)F)CC1(O)c1ccc(F)cc1 (centres undefined)	1.0	-4	4	-4	-0.1	7	-6	6	-3	99

Part of the list above in order of SMILES length, lowest first:
SMILES	iPSC survival up	Vif imaging	m5-HT2A agonist	CaV13 ICDI inh	aDG glyco act	Granule exo inh	H9c2 protect	PDI inh	Glyco luc inh	ABCB6 inh MLPCN
CCSCc1nc2ccccn2c1Br	-2.9	-3	1	-3	0.1	0	-4	-1	2	100
CCn1c(SCc2ccccc2)nc2ccccc2c1=O	0.1	9	-5	-5	-0.1	-2	-6	13	-7	95
Fc1ccc(NC(=S)Nc2cccc3ccccc23)cc1	0.2	12	-5	1	0.1	12	-4	5	-3	98
CCc1n[nH]c(=S)n1/N=C/c1cccc2ccccc12	0.9	-2	4	-10	0.0	4	3	-4	1	98
N#Cc1cc(C#N)c(N2CCN(c3ccccn3)CC2)nc1N	-0.6	-3	-1	-6	0.3	0	22	0	-3	102
O=S(=O)(Nc1cccc(C(F)(F)F)c1)c1cnc[nH]1	-1.7	43	2	-5	0.0	0	4	18	0	89
NS(=O)(=O)c1ccc(NC(=O)Nc2cccc(Cl)c2)cc1	2.7	-1	-6	-4	-0.2	0	-1	10	-2	87
O=C(NNC(=O)c1ccc[nH]1)c1cccc(C(F)(F)F)c1	0.7	-3	3	nt	0.3	-4	3	-9	1	98
CCOC(=O)c1cc2cc(OC)ccc2n1C1CCN(CCc2ccccc2)CC1	-0.7	nt	20*	-5	0.0	-4	nt	nt	nt	86
CN(CC(=O)Nc1ccc(Cl)cc1)C(=O)c1ccc(N2CCCC2=O)cc1	0.4	-1	-2	-6	-0.1	5	3	-6	0	93
O=C(O)C1=C[C@@H](C2CC2)C[C@@H](OCc2ccc(CO)cc2)O1	-2.6	-3	4	-4	0.1	-5	-3	9	3	102
CCOC(=O)c1oc2c(CN3CCCCC3C)c(O)ccc2c(=O)c1-c1ccc(OC)c(OC)c1 (centres undefined)	-1.3	-2	2	-5	1.0	-5	-1	3	1	104

This is a random part of the collection; about 3.1% have a hit in one of these screens.
